TRb-SRC2 inh = inhibitors of human thyroid hormone receptor beta-SRC2 interaction; TRbeta-SRC2 peptide binding, fluorescence polarization; receptor liganded with 1 µM T3; Potency, µM (doses to about 106 µM), inactives show at the highest dose activity change, negative = inhibition, most hits filed as inhibitors; 280,000 compounds, 0.065% hits; P10828;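 further: potency means the concentration at half of the fitted maximal effect; plate controls were bound peptide for no effect and peptide without receptor for full effect; nearly all actives have a fitted effect of over 50% in size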
Target sequence (P10828 whole entry, looked up): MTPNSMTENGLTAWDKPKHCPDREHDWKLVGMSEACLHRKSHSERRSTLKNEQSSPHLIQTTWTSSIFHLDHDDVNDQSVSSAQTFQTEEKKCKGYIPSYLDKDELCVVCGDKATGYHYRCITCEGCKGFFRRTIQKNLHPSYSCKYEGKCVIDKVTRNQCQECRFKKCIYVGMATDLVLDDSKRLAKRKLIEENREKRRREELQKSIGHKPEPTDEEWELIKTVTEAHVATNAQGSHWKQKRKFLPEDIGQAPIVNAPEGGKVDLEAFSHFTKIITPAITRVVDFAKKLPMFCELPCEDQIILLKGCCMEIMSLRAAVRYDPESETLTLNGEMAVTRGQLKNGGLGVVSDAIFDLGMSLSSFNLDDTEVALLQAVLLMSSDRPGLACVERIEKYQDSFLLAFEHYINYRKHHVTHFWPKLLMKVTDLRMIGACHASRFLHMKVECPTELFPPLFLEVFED
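TRb LBD 0.6 uM + Texas Red SRC2 peptide 20 nM, 1 uM T3, Tris buffer w/ 5% DMSO; compound pinned, 5 h RT; FP read ex 555/em 632; normalized to unbound and bound controls.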
CBFb-RUNX1 inh = blocks binding between human CBF-beta and RUNX1; Q01196+Q13951; AlphaScreen CBFb-His/RUNX1-biotin binding, biochemical; Potency, µM (series often up to 59.8 µM), for the others: top-dose activity, negative = inhibition, usual class: inhibitors; 230,000 tested, under 10 active; AID 1477; further: % of control where 0% means no effect
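AlphaScreen binding: CBFb-His and RUNX1-biotin (30 nM each) preincubated 20 min, compound added for 15 min, then nickel and streptavidin beads for 90 min, all at room temperature. Disruption of the interaction by any mechanism counts as activity.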
Epigenetic derep = regulators of epigenetic silencing causing reporter derepression in mouse cells; murine LDR cells, GFP reporter derepression, 30 h; AID 1865; Potency, µM (doses to about 53.9 µM), without a hit: at the highest dose GFP activation, hits mostly activators; 280,000 compounds, 0.2% hits; further: potency means the concentration at half of the fitted maximal effect; % of control where 0% means no effect; nearly all actives have a fitted effect of over 60% in size
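Derepression of a silenced CMV-GFP reporter in murine LDR cells is scored by enumerating GFP-positive cells with a laser-scanning microplate cytometer after 30 hours of treatment at 37 C.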
Tau FP inhib = tau fibrillization inhibition (FP); P10636; K18 P301L tau heparin fibrillization, Alexa594 FP, 6 h; Potency, µM (highest dose often 57.7 µM), without a hit: top-dose activity, negative = inhibition, hits mostly inhibitors; 280,000 compounds, 0.39% hits; AID 1468; further: potency means the concentration at half of the fitted maximal effect; on the % scale 0 is the no-effect control and ±100 the full control effect; nearly all actives have a fitted effect of over 55% in size
Target sequence (P10636 561-689 P618L limits assumed): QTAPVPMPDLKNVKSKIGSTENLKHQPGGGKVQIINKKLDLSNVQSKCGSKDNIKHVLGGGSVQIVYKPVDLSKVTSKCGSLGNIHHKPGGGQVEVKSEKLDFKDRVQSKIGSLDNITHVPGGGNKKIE
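Quantitative HTS format: compounds meet 15 uM recombinant K18 P301L tau and Alexa 594-tau tracer in 100 mM sodium acetate pH 7; 20 uM heparin triggers fibrillization at 37 C over 6 hr; FP gives the signal.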
TR SRC2 fluor cs = counter-screen for TRb-SRC2 inhibitors: fluorescence interference; TRb/SRC2 Texas Red total fluorescence interference; Potency, µM (series often up to 106 µM), without a hit: top-dose fluorescence change, negative = quenching; 280,000 compounds, 0.29% hits; active means well fitted curve in either direction with a large enough effect; inconclusive means small, poorly fitted or top-dose-only effect; further: potency means the concentration at half of the fitted maximal effect; on the % scale 0 is the no-effect control and ±100 the full control effect
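Human TRb ligand-binding domain at 0.6 uM with 20 nM Texas Red SRC2 peptide in Tris buffer containing 1 uM T3 and 5% DMSO, incubated with compound 5 h at ambient temperature. Total fluorescence (555/632 nm) calculated as parallel + 2 × perpendicular.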
Tau fluor counter = counter-screen for tau fibril formation inhibitors | tau K18 P301L (four-repeat tau fragment) Alexa594 fluorescence, heparin fibrillization | Potency, µM (highest dose often 57.7 µM), inactives show at the top dose activity change, negative = decrease | 280,000 compounds, 0.93% hits; further: potency means the concentration at half of the fitted maximal effect; on the % scale 0 is the no-effect control and ±100 the full control effect; nearly all actives have a fitted effect of over 55% in size
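Human K18 P301L tau (15 uM unlabeled plus 0.24 uM Alexa 594-labeled, final) in 100 mM sodium acetate pH 7 was mixed with compound and 20 uM heparin and incubated 6 hr at 37 C.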
GLA spleen mod = alpha-galactosidase A (human) modulation; P06280; human spleen homogenate, 4MU-alpha-Gal fluorescence, 40 min; Potency, µM (titrated, usually from 80 µM), inactives show at the top dose activity change, negative = inhibition, actives largely listed as inhibitors; 240,000 compounds, 0.008% hits; AID 2107;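 further: potency means the concentration at half of the fitted maximal effect; 0% = enzyme with vehicle and -100% = no enzyme basal signal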
Target sequence (P06280 32-429 limits assumed): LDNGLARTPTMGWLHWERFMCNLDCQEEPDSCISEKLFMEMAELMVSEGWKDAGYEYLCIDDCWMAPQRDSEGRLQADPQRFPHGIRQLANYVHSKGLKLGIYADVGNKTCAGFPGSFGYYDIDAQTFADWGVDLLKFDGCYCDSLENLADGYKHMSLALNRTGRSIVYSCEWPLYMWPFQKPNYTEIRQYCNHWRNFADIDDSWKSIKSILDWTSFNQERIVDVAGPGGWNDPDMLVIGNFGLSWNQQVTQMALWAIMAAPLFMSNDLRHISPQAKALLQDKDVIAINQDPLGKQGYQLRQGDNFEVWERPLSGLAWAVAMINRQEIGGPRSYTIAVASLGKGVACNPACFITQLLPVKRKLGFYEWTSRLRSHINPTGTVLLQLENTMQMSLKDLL
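qHTS titration in buffer at pH 5.0. Alpha-galactosidase activity in spleen homogenate was measured via 4-methylumbelliferone release from 1 mM fluorogenic substrate after 40 min at 37C and a pH 10 stop. AC50 came from Hill fits of control-normalized data.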
NPSR antag = antagonists of human neuropeptide S receptor cAMP signaling; CHO-NPSR cells, cAMP TR-FRET, antagonist mode; Potency, µM (series often up to 38.3 µM), inactives show top-dose activity change, negative = inhibition, actives largely listed as inhibitors; 220,000 compounds, 1% hits; AID 1461; further: potency means the concentration at half of the fitted maximal effect; on the % scale 0 is the no-effect control and ±100 the full control effect; nearly all actives have a fitted effect of over 50% in size; many of its hits are not listed in these tables
Active calls of the source: *; ? = inconclusive; · = not tested or not shown; [ ] = remark or other dose. Unless noted, the call rests on the fitted dose curve; in most records, active means well fitted curve in the direction sought with a large enough effect; inconclusive means small, poorly fitted or top-dose-only effect, or another doubt; inactive means no such curve, though single readings can be large; an effect the other way counts as inactive or inconclusive. Only part of the results is shown; rates above refer to the full screens.

The first 4 records, ahead of the listing:
SMILES	TRb-SRC2 inh	CBFb-RUNX1 inh	Epigenetic derep	Tau FP inhib	TR SRC2 fluor cs	Tau fluor counter	GLA spleen mod	NPSR antag
O=C(COc1ccc(F)cc1)NNC(=O)c1cc2ccccc2oc1=O	5%	6%	-0.9%	2%	-1%	-4%	-6%	6%
CCCn1c(/C=C/c2ccco2)nc2ccccc21	-19%[53 µM]	-6%	0.0%	6%	3.5µM*[quencher]	8%	-4%	-1%[46.1 µM]
COc1cc(-c2cc(C(=O)Nc3nc4ccccc4s3)c3ccccc3n2)cc(OC)c1OC	2%	2%	0.0%	-4%	-2%	?	-4%	-6%
COC(=O)c1cc2oc(C)cc2n1CC(=O)Nc1ccc(C(C)C)cc1	4%	·	0.8%	1%	-17%	?	·	·

The list itself (from the top)
SMILES	TRb-SRC2 inh	CBFb-RUNX1 inh	Epigenetic derep	Tau FP inhib	TR SRC2 fluor cs	Tau fluor counter	GLA spleen mod	NPSR antag
O=C(COc1ccc(F)cc1)NNC(=O)c1cc2ccccc2oc1=O	5%	6%	-0.9%	2%	-1%	-4%	-6%	6%
CCCn1c(/C=C/c2ccco2)nc2ccccc21	-19%[53 µM]	-6%	0.0%	6%	3.5µM*[quencher]	8%	-4%	-1%[46.1 µM]
COc1cc(-c2cc(C(=O)Nc3nc4ccccc4s3)c3ccccc3n2)cc(OC)c1OC	2%	2%	0.0%	-4%	-2%	?	-4%	-6%
COC(=O)c1cc2oc(C)cc2n1CC(=O)Nc1ccc(C(C)C)cc1	4%	·	0.8%	1%	-17%	?	·	·
C=CCOc1c(Br)cc(CNc2nccs2)cc1OC	2%	6%	1.1%	0%	-1%	-26%	4%	9%[46.1 µM]
Cc1cccc(NC(=O)C2CCCN(S(=O)(=O)c3ccc4c(c3)oc(=O)n4C)C2)c1C (stereo not given)	-2%	·	-2.3%	-9%	-1%	-8%	·	·
COCCCNC(=O)CCCN1C(=O)CCn2nc(-c3cn(C)c4ccccc34)cc21	-2%	·	4.2%	-4%	-5%	-4%	·	·
Cn1c2ccccc2c2c3c(c4c5ccccc5n(CCC#N)c4c21)CNC3=O	10%	11%	?	9%	-3%	-9%	-6%	·
CC(CN1CCCCC1)OC(=O)c1ccc2c(c1)OCO2 (stereo not given)	-15%	-7%	-0.9%	2%	0%	-5%	4%	14%[46.1 µM]
CC1(c2nnc(-c3ccc(F)cc3)o2)CC(c2c(Cl)cccc2Cl)=NO1 (stereo not given)	-9%	10%	0.5%	-4%	-1%	-4%	5%	6%
Cc1cc(C)c2c(=O)[nH]c(SCC(=O)N3CCOCC3)nc2n1	7%	3%	1.1%	2%	1%	-3%	6%	-24%
CC(C)n1c(=N)c(C(=O)NCc2ccccc2)cc2c(=O)n3ccccc3nc21	5%	·	0.0%	-5%	-4%	-24%	·	·
CC(C)(C)OC(=O)N1CCC(c2c(C(=O)O)cnn2-c2ccccc2Cl)CC1	2%	1%	-1.0%	-2%	0%	-4%	8%	-13%[46.1 µM]
CCn1cc(S(=O)(=O)c2ccccc2)c(=O)c2cc(F)c(N3CCCC3)cc21	3%	·	1.2%	0%	10%	0%	·	·
O=C(COc1cccc2ccccc12)N1CCN(c2ccccc2)CC1	-6%	1%	-0.3%	-1%	-8%	?	6%	?
COc1ccc(-c2c(C)nn3c(C(F)(F)F)cc(-c4ccc(C)cc4)nc23)cc1	0%	·	-0.4%	3%	1%	-5%	·	·
CC(=O)N1CC2([N+](=O)[O-])CN(C(C)=O)CC([N+](=O)[O-])(C1)C2(C)C	-17%	-2%	-1.7%	-7%	-2%	4%	-1%	7%
CC(C)NC(=O)Nc1cccs1	-7%	0%	1.0%	4%	2%	-6%	-3%	-4%[46.1 µM]
CCCc1cc(=O)[nH]c(SCC(=O)c2c(C)[nH]c3ccccc23)n1	-3%	0%	-1.8%	-15%	0%	-16%	2%	16%
Cc1cccn2c(=O)c(/C=C(\C#N)C(=O)NCc3ccco3)c(N3CCCC(C)C3)nc12 (stereo not given)	2%	-2%	1.1%	3%	0%	-16%	2%	-23%[46.1 µM]
CCN(CC)CCN(C(=O)c1ccc(C(=O)OC)cc1)c1nc2ccc(Cl)cc2s1	2%	·	0.0%	2%	-7%	-1%	·	·
Cn1c(=O)n(CCc2ccccc2)c(=O)c2c1nc1n2CCCN1Cc1ccccc1	1%	0%	0.8%	6%	4%	-22%	5%	?
C=CCn1c(SCC(=O)Nc2nccs2)nnc1-c1ccco1	6%	5%	-2.2%	-3%	1%	2%	2%	-13%[46.1 µM]
N#CC1=C(N)OC2=C(C(=O)CCC2)C1CCc1ccccc1 (stereo not given)	-3%	2%	-0.7%	-5%	-4%	-9%	-4%	1%[46.1 µM]
COc1ccc(/C=N/NC(=O)Cc2csc(Nc3cccc(C(F)(F)F)c3)n2)cc1C	-10%	1%	-1.4%	?	-3%	18µM*[quencher]	3%	-26%[46.1 µM]
CCOC(=O)N1CCc2c(sc3c2c(=O)n(-c2ccc(Cl)cc2)c(=O)n3CC(=O)c2ccc(F)cc2)C1	-4%	·	?	-8%	0%	-1%	·	·
Cc1ccc(C(C)(C)C)c(OCCCn2ccnc2)c1	1%	-9%	0.0%	7%	1%	11%	-5%	-24%
O=[N+]([O-])c1ccc(N2CCCCC2)c(-c2nn[nH]n2)c1	6%	1%	0.0%	2%	-3%	6%	-2%	-23%
O=C(CCN1CCCCC1)c1ccc2c(c1)OCCO2	-5%	1%	0.0%	17%	2%	9%	-2%	3%[46.1 µM]
Cc1cc(C(F)F)n2ncc(C(=O)NCc3ccccc3C(F)(F)F)c2n1	-2%	5%	-0.9%	10%	2%	-5%	-2%	-26%[46.1 µM]
Cc1ccc(S(=O)(=O)N2CCN(Cc3cc(C(C)C)ccc3O)CC2)cc1	2%	5%	0.8%	-3%	1%	-18%	-9%	-28%[46.1 µM]
COc1ccc(CNC(=O)Cn2cc3c(n2)CCCCC3)cc1	11%	10%	-0.8%	-6%	0%	-13%	-4%	-23%[46.1 µM]
CCCN(CC(=O)Nc1cccc(S(N)(=O)=O)c1)CC(=O)Nc1ccc(F)c(F)c1F	2%	1%	3.0%	-8%	0%	-23%	-3%	-50%
COc1cccc(CC2(CO)CCCN(CC3=Cc4cc(OC)ccc4OC3)C2)c1 (stereo not given)	-4%	-22%	-0.7%	6%	-7%	-26%	7%	18%
COC(=O)c1c(O)cc(=O)n2c1CCCCC2	3%	-7%	-0.3%	-4%	-1%	-3%	6%	6%
c1ccc2c(c1)nc1sccn12	4%	0%	1.0%	4%	1%	7%	2%	6%[46.1 µM]
COc1ccc(N=C2SCC(=O)N2c2ccc(OC)cc2)cc1	1%	2%	0.7%	8%	2%	-5%	-3%	0%[46.1 µM]
CCOC(=O)c1c(C)n(-c2ccccc2)c2ccc(OC(=O)c3cc(OC)cc(OC)c3)cc12	-3%	·	-0.5%	?	-10%	-10%	·	·
Cc1cccc(NC(=O)C(=O)NCCc2csc(-c3ccc(F)cc3)n2)c1C	-8%	·	1.7%	-3%	-4%	-2%	·	·
COC(=O)N[C@H](c1ccccc1)C(C(C)=O)C(=O)OC (stereo not given in full)	7%	-16%	-0.1%	1%	-1%	3%	10%	·
COc1ccc(CNC(=O)COC(=O)CCc2c[nH]c3ccccc23)cc1	-3%	-11%	1.3%	?	3%	-16%	4%	0%
CCC1=Nc2cc(C(=O)NCC3CCCO3)ccc2Sc2ccc(Cl)cc21 (stereo not given)	6%	-5%	0.0%	4%	2%	-5%	13%	-18%
CC(C)Oc1ccc(C(=O)NC(=S)Nc2ccc(CN3CCOCC3)cc2)cc1	-5%	1%	-1.5%	2%	2%	-3%	8%	6%
CCC(CC)=C(C#N)C(=O)NC1CCCCC1	-4%	1%	3.4%	8%	-3%	5%	-4%	8%
CC1CCCCC12NC(=O)N(CC(=O)c1ccc[nH]1)C2=O (stereo not given)	1%	-2%	0.0%	2%	-1%	-18%	7%	-1%[46.1 µM]
COc1ccc(-c2nn(C)c3sc(C(=O)N4CCN(c5cccc(Cl)c5)CC4)cc23)cc1OC	-1%	·	-0.1%	4%	0%	-10%	·	·
CCOC(=O)C1=C(C)Nc2ncnn2C1c1cc(OC)ccc1OC (stereo not given)	2%	-2%	2.7%	3%	-3%	7%	-3%	-4%[46.1 µM]
Cc1ccc(S(=O)(=O)N/N=C\c2cc3c(cc2Br)OCO3)cc1	3%	3%	1.1%	?	0%	-8%	6%	-1%
Cc1nn(CC(=O)Nc2ccc(C(=O)N3CCCC3)cc2)c(=O)c2ccccc12	-5%	2%	0.0%	-2%	-3%	3%	0%	-4%[46.1 µM]
CSc1cccc(CN2CCC(CO)(Cc3cccc(C(F)(F)F)c3)CC2)c1	-5%	4%	3.8%	-5%	-3%	-22%	5%	?
Cc1cc(C)c(C(=O)CSc2nc(C)cc(C)c2C(N)=O)c(C)c1	0%	-4%	1.0%	9%	5%	-1%	3%	4%
CCn1c(COc2ccccc2C)nnc1SCC(=O)CC(=O)Nc1ccccc1	3%	-8%	-0.7%	-6%	2%	-20%	-7%	-16%[46.1 µM]
COc1ccc(C(=O)Nc2ccc(NC(=O)c3cccs3)cc2)cc1OC	-6%	·	-1.6%	-1%	-7%	-19%	·	·
O=C(CNC(=O)c1cccc(F)c1)OCC(=O)N1CCCc2ccccc21	9%	0%	3.5%	4%	-1%	0%	0%	14%
CCC(=O)Nc1c(S(=O)(=O)c2ccccc2)c2nc3ccccc3nc2n1Cc1ccccc1	0%	17%	-1.1%	8%	-1%	-16%	?	-37%
O=C(O)c1cc(N2C(=O)C3C4C=CC(C4)C3C2=O)ccc1N1CCOCC1 (stereo not given)	2%	4%	0.0%	3%	-4%	-7%	-3%	-5%
COc1ccc(-c2ccc(C3C4C=CCC(C)C4C(=O)N3Cc3ccccc3)c(F)c2)cc1 (stereo not given)	0%	21%	·	·	-2%	·	11%	·
